PhoP GFP inhibition: PhoP regulon inhibitors, Salmonella typhi PhoP promoter GFP reporter, confirmatory (AID 1850); Salmonella Typhi PhoP-promoter GFP reporter, fluorescence, 4 h; higher % means a stronger effect; inhibition, % at 50 µM; hits with a dose series show IC50 in µM; hit rate 0.33% among 310,000; in the data active = a potency from the dose series; inconclusive = inhibition mostly from about 25% at the one dose, without a potency; inactive = the rest, 99 in 100 with inhibition below about 19%;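 note: 0% = induced wells with vehicle and 100% = uninduced wells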
M. tuberculosis HTS: M. tuberculosis growth inhibition, HTS (AID 449762); M. tuberculosis H37Rv growth inhibition, 7H9 media; higher % means a stronger effect; one-dose inhibition, % at 25 µM; IC50 in µM for titrated hits; hit rate 0.59% among 330,000; in the data active = a potency from the dose series; inconclusive = inhibition above about 70% without an active follow-up result;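 note: bacterial growth assessed after seven days of incubation; strong numbers were not always called active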
H1N1 NS1A inhibition: H1N1 influenza NS1A inhibitors, functional cell based assay (AID 504329). NS1A functional cell-based assay, percent inhibition; higher % means a stronger effect. inhibition, % at 12.5 µM; hits with a dose series show IC50 in µM. hit rate 0.3% among 340,000; in the data active = a potency from the dose series; inconclusive = inhibition above about 27% without an active follow-up result; note: strong numbers were not always called active
inhibitors of VEEV: inhibitors of VEEV TC-83 cytopathic effect, confirmation, Vero cells (AID 588727). Vero cells, VEEV TC-83 cytopathic effect inhibition; higher % means a stronger effect. one-dose inhibition, % at 20 µM; IC50 in µM for titrated hits. hit rate 0.13% among 350,000; in the data active = a potency from the dose series; inconclusive = inhibition mostly from about 14% at the one dose, without a potency; inactive = the rest, 99 in 100 with inhibition below about 12%; note: strong numbers were not always called active
tuberculosis growth: growth inhibition of non-replicating M. tuberculosis (AID 488890) | Mycobacterium tuberculosis non-replicating, growth inhibition; higher % means a stronger effect | inhibition, % at 25 µM, or IC50 in µM where a hit was titrated | hit rate 0.39% among 320,000; in the data active = a potency from the dose series; inconclusive = inhibition mostly from about 82% at the one dose, without a potency; inactive = the rest, 99 in 100 with inhibition below about 76%;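 note: plate controls were DMSO cells for no effect and high antibiotic wells for full effect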
inhibitors of VEEV 10K pilot screen: also measured in inhibitors of VEEV; calls as there; inhibition, %; measured here: 10K pilot screen inhibition
The depositor's hits bear a star; i = inactive; u = inconclusive; x = no result given; & = joins results of further samples.

The opening 4 compounds, ahead of the listing:
SMILES	PhoP GFP inhibition	M. tuberculosis HTS	H1N1 NS1A inhibition	inhibitors of VEEV	tuberculosis growth	others
Cc1ccc(C(=O)C(=S)N2CCOCC2)cc1	-4.6%	-5.9%	-10.5%	0.1%	-14.6%
COc1ccc(NC(=O)/C=C/c2ccc(Br)o2)cn1	-2.0%	14.1%	-1.1%	1.1%	31.9%
CC(C)CC(=O)NC(=S)Nc1ccccn1	-8.0%	x	0.9%	4.7%	0.0%
COc1ccc(S(=O)(=O)N2CCOCC2)cc1NC(=O)c1c(-c2ccccc2)noc1C	x	x	-10.9%	6.0%	x

All compounds of this part, from the start:
SMILES	PhoP GFP inhibition	M. tuberculosis HTS	H1N1 NS1A inhibition	inhibitors of VEEV	tuberculosis growth	others
Cc1ccc(C(=O)C(=S)N2CCOCC2)cc1	-4.6%	-5.9%	-10.5%	0.1%	-14.6%
COc1ccc(NC(=O)/C=C/c2ccc(Br)o2)cn1	-2.0%	14.1%	-1.1%	1.1%	31.9%
CC(C)CC(=O)NC(=S)Nc1ccccn1	-8.0%	x	0.9%	4.7%	0.0%
COc1ccc(S(=O)(=O)N2CCOCC2)cc1NC(=O)c1c(-c2ccccc2)noc1C	x	x	-10.9%	6.0%	x
FC(F)(F)Oc1ccc(NC(=S)Nc2ccc(OC(F)(F)F)cc2)cc1	11.9%	u	-18.9%	0.2%	u
NS(=O)(=O)c1cccc(NC(=O)CSc2ccccn2)c1	1.3%	-11.6%	-6.2%	i	2.9%
COc1ccc(N(C(C)C(=O)N/N=C/c2ccc(OC)c(OC)c2)S(C)(=O)=O)cc1 (configuration not stated)	1.4%	1.2%	-6.7%	0.5%	23.9%
O=C(COc1ccc(C(=O)c2ccccc2)cc1)NCC1CCCCC1	-6.2%	-1.6%	-0.1%	3.4%	70.8%
CCN(c1ccccc1)S(=O)(=O)c1ccc(Cl)c(NC(=O)CNC(C)c2ccccc2)c1 (configuration not stated)	x	2.1%	1.6%	4.2%	-3.3%
Cc1cccc(C)c1NC(=O)/C(C#N)=C/c1cccs1	-1.6%	52.5%	21.1%	1.7%	x
Cn1cc(CN(Cc2ccccn2)C[C@@H]2CCC(=O)N2)c(-c2ccccc2F)n1	-9.8%	-4.5%	6.0%	i	-4.2%
COc1cccc(CC(=O)OCC(=O)NC(C)c2ccc(F)cc2)c1 (configuration not stated)	x	-14.1%	1.2%	4.7%	17.6%
Cc1ccc(S(=O)(=O)Oc2ccc(/C=N/N=C3/NC(=O)C(CC(=O)O)S3)cc2)cc1[N+](=O)[O-] (configuration not stated)	9.4%	2.2%	-6.8%	1.2%	-14.6%
Cc1ccc(C(=O)NCc2ccc3c(c2)CCO3)cc1C	2.5%	-2.2%	6.8%	i	27.8%
CCN(CC)P(=O)(/C=C(\Cl)c1ccccc1)/C=C(\Cl)c1ccccc1	-7.4%	-6.5%	-2.9%	6.4%	6.9%
COc1ccc(N=C2C(=Nc3ccc(OC)cc3)N(c3ccccc3)C(=S)N2C(=O)c2ccc(Cl)cc2)cc1	9.2%	1.5%	9.1%	6.1%	13.3%
COCc1[nH]nc2c1C1(C(=O)Nc3ccc(F)cc31)C(C#N)=C(N)O2 (configuration not stated)	-15.9%	-5.7%	0.6%	0.3%	x	inhibitors of VEEV 10K pilot screen=0.2
CCn1cc(Cl)c(C(=O)Nc2ccccc2C(N)=O)n1	-0.9%	1.9%	-1.0%	0.8%	-7.6%
O=C(Cn1cnc2ccccc2c1=O)N(Cc1ccco1)c1ccc(O)cc1	4.8%	0.8%	6.5%	1.3%	-0.8%
O=C(CCc1ccccc1)NCCc1ccc(F)cc1	-7.6%	-0.3%	-3.2%	i	60.6%
Cc1ccccc1-n1ncc2c1CC(C)(C)CC2NC(=O)C1CCC1 (configuration not stated)	6.3%	7.2%	-6.5%	3.8%	-20.3%
CCCCCCCNC(=O)CN1C(=O)CSc2ccc(S(=O)(=O)N3CCOCC3)cc21	-2.7%	-1.4%	1.9%	1.9%	8.7%
Cc1c(Cc2ccccc2)c(NCCN(C)C)n2c(nc3ccccc32)c1C#N	6.2%	15.7%	-20.8%	1.6%	20.0%
CCOC(=O)[C@@H]1[C@H]2COc3ccc(Br)cc3[C@@H]2N2C(=O)N(c3ccc(Cl)cc3)C(=O)[C@@]12C	x	-4.3%	5.6%	0.1%	26.6%
CC1CCCC(NC(=O)NC(=O)CCl)C1C (configuration not stated)	-3.3%	3.25µM*	-9.2%	11.0%	u
COc1cc(NC(=S)N2CCCC(CO)C2)c(OC)cc1Cl (configuration not stated)	2.5%	0.7%	1.9%	0.7%	-32.1%
Cc1oc(C)c(S(=O)(=O)NCc2cccs2)c1C(=O)O	2.5%	-10.3%	-0.8%	1.6%	-13.6%
CSc1ncc(Cl)c(C(=O)Nc2cccc(Cl)c2)n1	-3.0%	19.3%	-3.3%	i	3.4%
Cc1cccc(-c2nc(Nc3ccc(O)cc3)c3ccccc3n2)c1	-19.2%	19.4%	4.9%	12.2%	11.0%
CCOC(=O)c1cc(-c2ccc(OC)cc2)nn1-c1ccc(C(=O)O)cc1	1.1%	-3.9%	6.5%	0.6%	0.7%

Some of these compounds in order of heavy-atom count, high to low:
SMILES	PhoP GFP inhibition	M. tuberculosis HTS	H1N1 NS1A inhibition	inhibitors of VEEV	tuberculosis growth	others
CCCCCCCNC(=O)CN1C(=O)CSc2ccc(S(=O)(=O)N3CCOCC3)cc21	-2.7%	-1.4%	1.9%	1.9%	8.7%
Cc1ccccc1-n1ncc2c1CC(C)(C)CC2NC(=O)C1CCC1 (configuration not stated)	6.3%	7.2%	-6.5%	3.8%	-20.3%
CSc1ncc(Cl)c(C(=O)Nc2cccc(Cl)c2)n1	-3.0%	19.3%	-3.3%	i	3.4%

(next part)
SMILES	PhoP GFP inhibition	M. tuberculosis HTS	H1N1 NS1A inhibition	inhibitors of VEEV	tuberculosis growth	others
COc1ccccc1[C@H]1C(c2ccc(F)cc2)=NN(c2ccccc2)[C@@H]1CO	x	x	-21.7%	1.8%	x
O=C1c2cc(O)cc(O)c2C(=O)c2c1cc(O)c([C@@H](CO)CCO)c2O	-10.2%	-12.7%	18.8%	3.5%	13.3%
O=C(CN(CC1CCCO1)C(=O)c1nsc(Cl)c1Cl)NC1CCCC1 (configuration not stated)	-12.3%	1.7%	-6.6%	i	3.0%
COc1ccc(/C=N/NC(=O)c2cccnc2)cc1COc1ccc([N+](=O)[O-])c(C)c1	-8.5%	8.3%	x	10.0%	-6.2%
COc1ccc(S(=O)(=O)N/N=C(/C)c2ccncc2)cc1OC	-7.4%	4.0%	-2.2%	1.1%	-3.2%
COCC(C)NC(=O)c1ccccc1[N+](=O)[O-] (configuration not stated)	2.4%	-4.3%	-7.2%	0.3%	-4.0%
NCCc1cnc[nH]1	0.7%&-5.7%	-1.5%&-2.8%	25.0%&-10.7%	0.1%	-7.3%&6.5%
Cc1ccc(S(=O)(=O)NCC(=O)N(CC(=O)NC2CCCCC2)Cc2ccco2)cc1	0.1%	-4.6%	-4.7%	i	-5.3%
COC(=O)C(NC(C)=O)(Nc1ccc(Br)cc1)C(=O)OC	-0.6%	12.0%	-5.2%	0.8%	0.9%
COc1ccc(-c2coc3cc4oc(=O)c5ccccc5c4cc23)cc1F	-2.0%	2.4%	28.9%	i	-10.4%
O=S(=O)(Nc1cccc(CO)c1)c1cccs1	1.6%	-9.3%	x	2.9%	-4.6%
CN(C)S(=O)(=O)c1cc(NC(=O)COC(=O)CCc2ccccc2)ccc1Cl	12.2%	-2.0%	-9.2%	0.3%	-0.4%
COc1ccc(NC(=O)Nc2cccc3c2O[C@H](CN(C)C(=O)NC2CCCCC2)[C@@H](C)CN([C@H](C)CO)C3=O)cc1	x	3.6%	-2.3%	0.7%	30.6%
CC(=O)Nc1ccc(NS(=O)(=O)c2ccccc2)cc1	12.6%	7.7%	2.9%	0.3%	-3.4%
CCOc1ccc2nc(SCc3ccc(OC)cc3)sc2c1	-1.0%	-0.8%	-0.5%	0.9%	77.6%
NC(=O)C1Cc2ccccc2CN1S(=O)(=O)c1cccs1 (configuration not stated)	-10.7%	-6.7%	-7.1%	0.3%	-2.9%
COc1ccc(S(=O)(=O)NCC(=O)Nc2cccc(C)c2C)cc1OC	3.5%	6.0%	-9.5%	i	5.3%
O=C(Cn1nc(C(=O)O)c2ccccc2c1=O)Nc1cc(S(=O)(=O)N2CCCCC2)ccc1Cl	x	1.9%	4.6%	2.6%	-4.8%
CCOc1ccc(Cc2nnc(SCC(=O)Nc3ccc(C(C)=O)cc3)[nH]c2=O)cc1	2.0%	59.7%	-4.5%	0.4%	30.2%
Cc1ccc2sc(NNC(=O)c3cc(-c4cccs4)nc4ccccc34)nc2c1C	-0.5%	1.6%	x	x	x
COC(=O)C1CCN(C(=O)COC(=O)c2cc(S(=O)(=O)N3CCOCC3)ccc2C)CC1	x	-7.0%	0.8%	1.7%	-5.6%
COc1ccc(OCC(=O)NCCNC(=O)c2ccccn2)cc1	6.3%	7.5%	7.5%	0.3%	-14.5%
Cc1cccc(-n2[nH]c(C)c(C=Nc3ccc4[nH]c(=O)[nH]c4c3)c2=O)c1	-3.7%	-7.0%	-4.4%	2.1%	-0.9%
COc1cc(CCC(=O)Nc2ccc(Cl)c(C(F)(F)F)c2)cc(OC)c1OC	-6.1%	1.0%	-13.3%	8.3%	7.0%
Cc1ccc(S(=O)(=O)NC(=O)c2cccn2C)cc1	0.2%	-3.7%	7.3%	i	-10.2%	inhibitors of VEEV 10K pilot screen=1.1
CCOC(=O)COc1c(-c2ccc(OC)cc2)oc2ccccc2c1=O	7.2%	u	-3.2%	8.3%	4.43µM*
CN(CC(=O)Nc1cccc(F)c1)C(=O)c1ccc2c(c1)NC(=O)CS2	x	-5.9%	-4.5%	7.6%	-8.5%
O=C(COc1ccccc1)Nc1sc2c(c1C(=O)NCc1cccnc1)CCCC2	-0.6%	-7.3%	20.4%	2.9%	-13.8%
S=c1[nH]nc(Cn2nnc3ccccc32)n1-c1ccc(Cl)cc1	-21.3%	-2.6%	-0.1%	0.8%	-12.9%
COc1cccc2c(=O)n(CC(=O)Nc3ccc(F)cc3F)ccc12	x	3.0%	29.2%	1.5%	x
O=C(Nc1ccc(-c2nc3cccnc3s2)cc1)c1cccnc1Cl	16.9%	2.9%	14.9%	4.2%	-3.0%
Cc1cc(C)cc(NC(=S)NC2CC3CCCC(C2)N3CC(C)C)c1 (configuration not stated)	-15.6%	-2.3%	-3.5%	2.3%	8.6%
COCCCN1CN(Cc2ccco2)CNC1=S	6.7%	12.0%	x	0.4%	-7.6%
CCC(C)(C)NC(=O)C(c1ccccc1F)N(Cc1ccco1)C(=O)c1csnn1 (configuration not stated)	-7.2%	-8.2%	-11.2%	2.5%	-9.0%
Cc1ccc(C)c(SCC(=O)OCC(=O)Nc2ccc(S(=O)(=O)N3CCOCC3)cc2)c1	2.5%	-6.6%	-3.0%	1.1%	15.2%
Nc1nnc(CCS(=O)(=O)c2ccc(Br)cc2)s1	-6.5%	1.7%	-7.6%	1.1%	9.7%
Cc1c(NC(=O)c2c(O)c3ccccc3n(C)c2=O)c(=O)n(-c2ccccc2)n1C	2.8%	2.1%	-18.9%	0.5%	-0.2%
Cc1oc(-c2ccccc2)cc1C(=O)Nc1ccc2ccccc2c1	-7.3%	-6.2%	-1.5%	0.7%	-9.2%
Cc1cc(OCC(=O)NNC(=O)c2cccc(F)c2)ccc1Cl	x	-7.2%	-7.2%	2.4%	49.4%
Cc1cc(C)c(-c2c(O)c3cnn(-c4ccccc4)c3[nH]c2=O)c(C)c1	0.9%	-17.2%	-6.5%	i	-16.9%
COC(=O)C1=C(C(=O)OC)SC2(S1)C(C(=O)OC)=C(C(=O)OC)SC1=C2c2cc(C)cc(C)c2NC1(C)C	-15.2%	8.6%	12.1%	i	32.9%
CC(=O)Nc1sc(C)c(C)c1C(=O)OC(C)C	-1.3%	5.0%	-3.4%	0.2%	4.3%
CN(N=C(c1ccccc1)c1ccccc1)c1ccccc1	x	x	-11.1%	1.8%	x
CCCOc1ccc(/C=C/C(=O)Nc2ccc([N+](=O)[O-])cc2)cc1	-6.8%	u	-2.0%	1.6%	67.9%
COc1ccc(C)cc1NC(=O)c1ccc(S(=O)(=O)N2CCCCC2)cc1	-24.8%	2.0%	-14.0%	5.7%	6.8%
CCN(C(=O)CSc1nccc(=O)[nH]1)c1cccc2ccccc12	x	-7.2%	-0.7%	4.8%	6.8%
Cc1noc(NS(=O)(=O)c2ccc(NC(=O)c3ccc(Cl)c(S(=O)(=O)N(C)c4ccccc4)c3)cc2)c1C	x	x	-1.2%	7.1%	x
Cc1cccc(C)c1OCCNC(=O)OCc1ccccc1	10.2%	4.5%	-3.8%	1.7%	37.2%

Bioassay records: PubChem, Southern Research Specialized Biocontainment Screening Center
